Bioassay records as filed in PubChem BioAssay.
Apaf-1 inh: inhibitors of human Apaf-1 apoptosome, primary screen, biochemical, DEVD-Rh110 fluorescence, uHTS; reconstituted apoptosome caspase-3 activity; 330,000 compounds, 0.71% hits; AID 489030, 2010; inhibition, % at 20 µM; Apoptotic protease-activating factor 1 (Homo sapiens), O14727; active = inhibition of at least 40% at 20 µM;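 note: plate controls were DMSO wells for no effect and DEVD-CHO caspase inhibitor wells for full effect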
Target sequence (O14727 whole entry, looked up): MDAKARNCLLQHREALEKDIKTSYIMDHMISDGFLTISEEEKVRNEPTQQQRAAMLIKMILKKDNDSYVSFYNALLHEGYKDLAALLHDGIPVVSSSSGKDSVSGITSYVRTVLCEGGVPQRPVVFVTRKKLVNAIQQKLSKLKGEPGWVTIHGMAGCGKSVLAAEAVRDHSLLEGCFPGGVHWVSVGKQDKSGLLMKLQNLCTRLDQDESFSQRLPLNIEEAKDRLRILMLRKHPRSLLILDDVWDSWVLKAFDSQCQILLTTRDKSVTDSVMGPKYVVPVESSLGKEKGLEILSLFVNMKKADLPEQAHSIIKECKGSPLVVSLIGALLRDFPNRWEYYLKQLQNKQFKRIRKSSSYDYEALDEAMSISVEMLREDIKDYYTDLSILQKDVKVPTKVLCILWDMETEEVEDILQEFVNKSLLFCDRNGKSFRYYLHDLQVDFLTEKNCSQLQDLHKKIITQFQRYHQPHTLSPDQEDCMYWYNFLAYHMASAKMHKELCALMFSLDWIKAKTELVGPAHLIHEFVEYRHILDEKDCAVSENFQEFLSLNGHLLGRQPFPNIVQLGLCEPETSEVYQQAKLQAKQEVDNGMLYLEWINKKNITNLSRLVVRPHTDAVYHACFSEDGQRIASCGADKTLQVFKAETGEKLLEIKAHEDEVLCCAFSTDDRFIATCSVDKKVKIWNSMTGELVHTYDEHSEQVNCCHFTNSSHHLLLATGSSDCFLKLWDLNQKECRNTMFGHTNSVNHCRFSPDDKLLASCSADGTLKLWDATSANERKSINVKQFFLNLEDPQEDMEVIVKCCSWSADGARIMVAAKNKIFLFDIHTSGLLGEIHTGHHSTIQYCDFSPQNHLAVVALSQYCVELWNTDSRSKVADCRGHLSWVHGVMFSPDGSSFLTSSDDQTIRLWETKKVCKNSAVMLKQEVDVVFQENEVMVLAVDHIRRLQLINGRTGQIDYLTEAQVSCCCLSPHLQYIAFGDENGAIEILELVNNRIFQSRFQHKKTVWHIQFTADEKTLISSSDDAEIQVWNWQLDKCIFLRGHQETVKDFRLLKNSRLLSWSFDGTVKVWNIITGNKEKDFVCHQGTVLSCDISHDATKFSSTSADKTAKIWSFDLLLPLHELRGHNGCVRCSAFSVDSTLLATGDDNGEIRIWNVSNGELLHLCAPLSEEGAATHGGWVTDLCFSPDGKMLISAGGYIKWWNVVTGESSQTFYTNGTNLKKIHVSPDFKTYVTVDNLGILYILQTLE
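Medium: Hepes buffer, pH 7.5 / System: biochemical Apaf-1 apoptosome reconstitution / Measured by: Rh110 fluorescence, excitation 480 nm, emission 540 nm / Times: compound with Apaf-1, dATP, procaspase-3 30 min, then 50 min reaction, room temperature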
NALP3 yeast inh: NALP3 inflammasome inhibitors in reconstituted yeast, primary screen, luminescence, uHTS; Yeast reconstituted NLRP3/ASC/caspase-1, beta-gal luminescence, 24 h; inhibition, % at 10 µM; 330,000 compounds, 0.39% hits; AID 2825, 2010;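 active = inhibition of 50% or more; inactive = inhibition below 50%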;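 note: plate controls were induced DMSO wells for no effect and uninduced yeast grown without galactose for full effect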
SENP7 inh: SENP7 protease inhibitors, primary screen, biochemical, luminescence, uHTS; Sentrin-specific protease 7 (Homo sapiens), Q9BQF6; recombinant SENP7, Z-RLRGG-aminoluciferin luminescence, 40 min; inhibition, % at 5 µM; 330,000 compounds, 1.5% hits; AID 434973, 2010;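 active = inhibition above about 50% at the single test dose, limit read from the data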;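 note: plate controls were DMSO with enzyme for no effect and no enzyme buffer wells for full effect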
SENP8 block-1: human SENP8 protease inhibitors, primary screen, biochemical, fluorescence, Nedd8 protein substrate, uHTS; recombinant SENP8; inhibition, % at 20 µM; 360,000 compounds, 0.64% hits; AID 602440, 2012; in the data active = inhibition mostly above about 40%, no sharp cut-off; inactive = mostly below about 27%
SENP8 block-2: SENP8 protease inhibitors, primary screen, biochemical, luminescence; purified SENP8, Z-RLRGG-aminoluciferin cleavage; Sentrin-specific protease 8 (Homo sapiens), Q96LD8; AID 2540, 2010; inhibition, % at 10 µM; 330,000 compounds, 1.2% hits; in the data active = inhibition above about 50%
HKDC1 inh: HKDC1 hexokinase inhibitors, primary screen, biochemical, fluorescence, uHTS | Q2TB90 | recombinant HKDC1, G6PDH/diaphorase resazurin coupled fluorescence | inhibition, % at 20 µM | 340,000 compounds, 0.16% hits;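 active = inhibition above about 35% when tested at 20 µM, limit read from the data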;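 note: plate controls were DMSO wells with enzyme for no effect and DMSO wells lacking enzyme for full effect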
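Test system: recombinant HKDC1 (HK5) hexokinase enzyme, produced in-house / Doses: 20 µM test compound, 1% DMSO / Timing: 90 min, room temperature / Detection: G6PDH/diaphorase-coupled fluorescence, 1 mM NADP, 100 µM resazurin, 525/613 nm / Control set: DMSO wells with and without enzyme mix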
PfG6PD inh: PfG6PD enzyme inhibitors, primary screen, biochemical, fluorescence intensity, uHTS | inhibition, % at 20 µM | 350,000 compounds, 0.78% hits | AID 504690, 2011 | PfGluPho enzyme, NADPH resazurin-diaphorase fluorescence | glucose-6-phosphate dehydrogenase-6-phosphogluconolactonase (Plasmodium falciparum 3D7);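 active = inhibition reaching at least a set limit at 20 µM in the primary screen, cut at about 59% in these data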;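 note: 0% = DMSO wells with substrate and 100% = DMSO wells lacking glucose-6-phosphate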
SENP6 block: SENP6 protease inhibitors, primary screen, biochemical, luminescence, uHTS; Sentrin-specific protease 6 (Homo sapiens), Q9GZR1; Recombinant SENP6 catalytic domain, aminoluciferin luminescence; inhibition, % at 10 µM; 330,000 compounds, 1.8% hits; AID 2599, 2010;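 active = inhibition above about 50% at the single tested dose, limit read from the data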;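 note: plate controls were DMSO wells with enzyme for no effect and DMSO wells lacking enzyme for full effect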
SENP1 inh: human SENP1 catalytic domain inhibitors, primary screen, biochemical, FRET, uHTS; 360,000 compounds, 0.21% hits; AID 624204, 2012; Sentrin-specific protease 1 (Homo sapiens), Q9P0U3; recombinant SENP1 catalytic domain, CyPet-SUMO1-YPet FRET cleavage; inhibition, % at 10 µM;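 active = inhibition at least 30% at 10 µM, raw YFP signal under a set limit, fluorescence ratio 0.5 to 1.5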;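 note: 0% = enzyme with DMSO and 100% = no enzyme wells; some results filed as inactive read as strong as hits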
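material = recombinant human SENP1 catalytic domain, His6-tagged | quantity = 20 pM enzyme | reagent = 25 nM SUMO1 FRET substrate | compound dosing = 10 µM single point, 0.5% DMSO | timing = 50 min enzyme reaction, room temperature, light-protected | detection = FRET, CFP and YFP emission | control set = no-enzyme low, enzyme-DMSO high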
The depositor's hits bear a star; nt = no result given.

The first 6 entries as a preview:
SMILES	Apaf-1 inh	NALP3 yeast inh	SENP7 inh	SENP8 block-1	SENP8 block-2	HKDC1 inh	PfG6PD inh	SENP6 block	SENP1 inh
O=C(CCN1CCc2ccccc2C(c2ccccc2)C1)c1ccc2c(c1)OCCO2 (stereo not drawn)	10	23	-5	30	9	2	5	-9	1
O=[N+]([O-])c1ccc2nc(SCc3cn4ccccc4n3)[nH]c2c1	-1	12	-8	8	-5	-3	8	-5	4
COC(=O)CN1C(=O)C2(C(C#N)=C(N)Oc3cc(C)oc(=O)c32)c2ccccc21 (stereo not drawn)	-2	-3	2	1	-5	0	-9	-13	-7
CCOc1ccc(C(=O)Nc2cc(-c3nc4ccccc4[nH]3)ccc2C)cc1[N+](=O)[O-]	10	22	5	21	-3	3	11	5	4
CCOC(=O)c1c(C)[nH]c(N=Nc2cccc(C)c2)c1C	1	25	2	26	50	-7	29	62*	0
COc1ccc(-c2nc(CS(=O)CC(=O)NC3CCCC(C)C3C)c(C)o2)cc1OC (stereo not drawn)	2	0	6	11	3	-6	4	-9	1

The list itself, previewed entries included:
SMILES	Apaf-1 inh	NALP3 yeast inh	SENP7 inh	SENP8 block-1	SENP8 block-2	HKDC1 inh	PfG6PD inh	SENP6 block	SENP1 inh
O=C(CCN1CCc2ccccc2C(c2ccccc2)C1)c1ccc2c(c1)OCCO2 (stereo not drawn)	10	23	-5	30	9	2	5	-9	1
O=[N+]([O-])c1ccc2nc(SCc3cn4ccccc4n3)[nH]c2c1	-1	12	-8	8	-5	-3	8	-5	4
COC(=O)CN1C(=O)C2(C(C#N)=C(N)Oc3cc(C)oc(=O)c32)c2ccccc21 (stereo not drawn)	-2	-3	2	1	-5	0	-9	-13	-7
CCOc1ccc(C(=O)Nc2cc(-c3nc4ccccc4[nH]3)ccc2C)cc1[N+](=O)[O-]	10	22	5	21	-3	3	11	5	4
CCOC(=O)c1c(C)[nH]c(N=Nc2cccc(C)c2)c1C	1	25	2	26	50	-7	29	62*	0
COc1ccc(-c2nc(CS(=O)CC(=O)NC3CCCC(C)C3C)c(C)o2)cc1OC (stereo not drawn)	2	0	6	11	3	-6	4	-9	1
CCCCn1c(N)c(N(CCOC)C(=O)c2cccc(-n3cnnn3)c2)c(=O)[nH]c1=O	3	3	-8	0	-9	-1	-17	-7	-3
COc1ccccc1C(=O)N/C(=C/c1ccc(Br)cc1)C(=O)NCCCn1ccnc1	4	8	-5	2	4	-8	-9	-5	-1
C=CCC(=O)NC1CC(C)(C)Cc2c1cnn2-c1ccccc1C (stereo not drawn)	-18	16	6	-1	5	-3	9	-19	-2
Cc1ccc(CSCCNC(=O)CN2C(=O)c3ccccc3S2(=O)=O)cc1	-27	22	0	9	1	-3	6	3	2
CCOC(=O)N/N=C/c1ccc(F)cc1	-15	13	6	22	-3	6	-7	-4	2
O=C(NNC(=O)c1ccc(Br)s1)c1csc(N2CCOCC2)n1	-2	21	6	5	-8	4	-20	6	2

Reprinted at random: six entries already listed.
SMILES	Apaf-1 inh	NALP3 yeast inh	SENP7 inh	SENP8 block-1	SENP8 block-2	HKDC1 inh	PfG6PD inh	SENP6 block	SENP1 inh
CCOC(=O)N/N=C/c1ccc(F)cc1	-15	13	6	22	-3	6	-7	-4	2
O=C(CCN1CCc2ccccc2C(c2ccccc2)C1)c1ccc2c(c1)OCCO2 (stereo not drawn)	10	23	-5	30	9	2	5	-9	1
CCOC(=O)c1c(C)[nH]c(N=Nc2cccc(C)c2)c1C	1	25	2	26	50	-7	29	62*	0
COc1ccc(-c2nc(CS(=O)CC(=O)NC3CCCC(C)C3C)c(C)o2)cc1OC (stereo not drawn)	2	0	6	11	3	-6	4	-9	1
CCCCn1c(N)c(N(CCOC)C(=O)c2cccc(-n3cnnn3)c2)c(=O)[nH]c1=O	3	3	-8	0	-9	-1	-17	-7	-3
O=C(NNC(=O)c1ccc(Br)s1)c1csc(N2CCOCC2)n1	-2	21	6	5	-8	4	-20	6	2

(next part)
SMILES	Apaf-1 inh	NALP3 yeast inh	SENP7 inh	SENP8 block-1	SENP8 block-2	HKDC1 inh	PfG6PD inh	SENP6 block	SENP1 inh
O=C(CN1CCN(c2ccccc2F)CC1)Nc1nnc(C(F)(F)F)s1	5	11	-7	10	-1	-5	-2	-24	-2
Cc1cc(-c2nnc(SCC(=O)Nc3c(C)cccc3C)n2N)n[nH]1	-9	2	-1	20	0	0	1	-1	0
CS/C(N)=N/S(=O)(=O)c1ccc(NC(C)=O)cc1	2	5	0	13	1	-7	-2	-9	1
Cc1nn(-c2ccccc2)c(Oc2ccccc2)c1C=O	6	22	2	20	0	-7	23	-6	1
COc1ccc(CC(=O)NNC(=O)COc2ccc(Br)cc2C)cc1OC	2	14	7	15	1	0	-3	3	2
Cc1cc(C#N)c(C)n1-c1cc(C(F)(F)F)ccc1N1CCOCC1	-1	10	-2	0	-8	19	-3	-7	-7
O=C(NNc1ccc([N+](=O)[O-])cc1)C1CC1c1ccccc1 (stereo not drawn)	15	6	-14	22	-5	0	23	-22	-1
O=C(NCC(=O)N1CCN(c2ccccc2F)CC1)c1ccc(Br)o1	10	16	-17	5	-8	-3	-16	-20	0
O=c1[nH]c(-c2ccccc2Cl)nc2c1sc(=S)n2-c1ccccc1	1	-1	0	12	-9	0	-10	-3	4
Cc1ccc(N2CCN(S(=O)(=O)c3ccc4c(c3)oc(=O)n4C)CC2C)cc1 (stereo not drawn)	12	20	6	6	-7	2	-10	19	0
CC(C)(C)n1nc2c(c1NC(=O)Cc1cccc3ccccc13)CS(=O)C2 (stereo not drawn)	7	12	6	8	-1	-7	-4	-12	0
CCN1CCN(c2nnc(-c3ccccc3)c3ccccc23)CC1	6	5	2	-9	-1	-2	4	2	1
COc1ccccc1NC(=O)C1CCN(C(=O)c2ccco2)CC1	0	22	1	0	1	-7	5	1	1
O=C(NNC(=O)c1cc2cc3ccccc3nc2s1)c1cccc(C(F)(F)F)c1	-1	18	-7	-56	-3	3	-4	-20	2
O=C(O)c1ccc2[nH]c3c(c2c1)CCCC3	-12	13	-4	2	0	-5	2	23	-3
C=CCC1C=CCC(CC=C)N1C(=O)c1ccccc1[N+](=O)[O-] (stereo not drawn)	9	22	-1	16	0	3	13	15	2
NS(=O)(=O)c1ccc(CCNC(=O)CNC(=O)c2ccc(Oc3ccccc3)cc2)cc1	5	12	-2	13	7	1	-4	-16	3
COC(=O)c1ccc(S(=O)(=O)NNC(=O)COc2ccc(C)cc2)cc1	3	-10	0	23	2	-4	0	-6	1
O=C1OC(Cc2ccccn2)C(O)=C1C1=NCCCN1 (stereo not drawn)	-9	1	-10	14	-7	-12	-15	-12	-1
Cc1ccc(C2(C)NC(=O)N(CC(=O)NC(=O)NC(C)(C)C)C2=O)cc1 (stereo not drawn)	7	15	-11	6	5	-3	-8	-5	1
O=C(CNC(=O)c1ccc2c(c1)OCCO2)N/N=C/c1ccc([N+](=O)[O-])cc1	0	24	-2	14	1	-5	-11	-5	1
Cc1ccc(NC(=O)CCc2nc3ccccc3[nH]2)cc1C	4	11	4	23	3	7	-17	1	0
CCc1cccc(CC)c1-n1c(SCC(=O)N2CCc3ccccc3C2)nnc1-c1cccnc1	25	19	-7	9	-5	-6	35	1	37*
c1ccc(-c2ccccc2-c2nc(-c3ccncc3)no2)cc1	14	10	8	17	5	0	6	-11	1
S=C(Nc1ccc(Oc2ccccc2)cc1)NC1CCCCCC1	nt	nt	nt	10	nt	-10	-9	nt	2
COc1cccc(C(=O)OCC(=O)NC23CC4CC(CC(C4)C2)C3)c1	6	16	1	3	1	-4	19	-4	1
COc1ccc(N2C(=O)CCC(C(=O)N3CCC(C(N)=O)CC3)C2c2ccc(F)cc2)cc1 (stereo not drawn)	-2	3	1	5	2	-3	-6	8	-1
CCOC(=O)N1CCN(C(=O)CNC(=O)c2ccccc2F)CC1	-9	9	2	-3	3	-4	2	20	2
Cc1ccc(/C=N/NC(=O)c2cccc(S(=O)(=O)N3CCOCC3)c2)o1	-8	8	-5	-10	-5	2	-24	-4	1
COc1ccc(CCn2c(C)cc(C(=O)COC(=O)c3ccc(NC(=O)CC#N)cc3)c2C)cc1	8	29	5	-34	2	-1	1	-2	-47
CC(=O)c1c(C)[nH]c(C(=O)Nc2c(C)n(C)n(-c3ccccc3)c2=O)c1C	3	16	0	24	-3	-4	9	4	1
Cc1cccc(C)c1NC(=O)c1cccnc1	-13	10	0	21	6	-4	-25	8	1
CCC(C)NCCOCCOc1ccc(C)cc1Br (stereo not drawn)	-10	20	-7	7	-12	-9	2	-23	4
CCOC(=O)N1CCN(S(=O)(=O)c2ccc(C(=O)NNc3nc4c(C)cc(C)cc4s3)cc2)CC1	14	9	7	-6	-3	-27	-11	1	36
CCOc1cc(N2CCOCC2)c(OCC)cc1NC(=O)Cc1ccccc1OC	17	25	-9	25	-3	17	20	-15	5
C/C(=N\NC(=S)NCc1ccccc1)c1ccccc1F	19	-6	3	0	-3	-3	-13	8	0
C=C(C)[C@@H]1CC=C(CN2CCC(N3CCC(C(=O)N4CCCC4)CC3)CC2)CC1	-1	8	2	8	3	-7	-9	-20	-11
CC(C)(C)c1cc(CSC(=S)NC2CCS(=O)(=O)C2)c(Br)c(C(C)(C)C)c1 (stereo not drawn)	-7	33	7	14	1	2	17	21	1
C=C1CCN(CC(=O)OC)S(=O)(=O)c2ccccc21	-2	12	-7	9	-1	-1	-8	-11	1
Cc1ccc(S(=O)(=O)N2CCCOC2CNC(=O)C(=O)NCCc2c[nH]c3ccccc23)cc1 (stereo not drawn)	3	-7	0	-7	-6	3	7	-12	-2
